From PubChem
SENP8 block-1 = SENP8 (human) protease inhibition | recombinant SENP8, Nedd8 substrate fluorescence | 360,000 tested, 0.64% active | inhibition, % at 20 µM | Q96LD8 | AID 602440; in the data active = inhibition mostly above about 40%, no sharp cut-off; inactive = mostly below about 27%
Target sequence (Q96LD8 whole entry, looked up): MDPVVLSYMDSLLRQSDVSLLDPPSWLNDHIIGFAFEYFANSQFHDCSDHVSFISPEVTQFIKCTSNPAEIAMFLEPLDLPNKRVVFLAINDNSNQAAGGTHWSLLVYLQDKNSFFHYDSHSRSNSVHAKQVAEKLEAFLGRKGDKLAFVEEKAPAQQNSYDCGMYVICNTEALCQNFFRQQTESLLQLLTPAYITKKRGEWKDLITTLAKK
SENP7 block = inhibitors of human SENP7 protease; Q9BQF6; recombinant SENP7, Z-RLRGG-aminoluciferin luminescence, 40 min; inhibition, % at 5 µM; AID 434973; 330,000 tested, 1.5% active;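 active = inhibition above about 50% at the single test dose, limit read from the data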;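 also: plate controls were DMSO with enzyme for no effect and no enzyme buffer wells for full effect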
SENP8 block-2 = SENP8 protease inhibition | AID 2540 | inhibition, % at 10 µM | purified SENP8, Z-RLRGG-aminoluciferin cleavage, luminescence | 330,000 tested, 1.2% active | Q96LD8; in the data active = inhibition above about 50%
NALP3 yeast inh = NALP3 inhibition in yeast | Yeast reconstituted NLRP3/ASC/caspase-1, beta-gal luminescence, 24 h | inhibition, % at 10 µM | 330,000 tested, 0.39% active | AID 2825;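 active = inhibition of 50% or more; inactive = inhibition below 50%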;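 also: plate controls were induced DMSO wells for no effect and uninduced yeast grown without galactose for full effect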
SENP1 inh = SENP1 (human) catalytic domain inhibition | Q9P0U3 | recombinant SENP1 catalytic domain, CyPet-SUMO1-YPet FRET cleavage | inhibition, % at 10 µM | 360,000 tested, 0.21% active | AID 624204;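 active = inhibition at least 30% at 10 µM, raw YFP signal under a set limit, fluorescence ratio 0.5 to 1.5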;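 also: 0% = enzyme with DMSO and 100% = no enzyme wells; some results filed as inactive read as strong as hits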
Target sequence (Q9P0U3 419-644 limits assumed): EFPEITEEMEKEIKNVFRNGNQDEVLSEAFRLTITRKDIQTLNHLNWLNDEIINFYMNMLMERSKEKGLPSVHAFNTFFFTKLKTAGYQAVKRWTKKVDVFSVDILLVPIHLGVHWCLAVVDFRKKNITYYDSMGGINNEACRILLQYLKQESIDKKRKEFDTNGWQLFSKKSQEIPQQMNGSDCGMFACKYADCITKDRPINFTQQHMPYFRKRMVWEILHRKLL
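Material: hSENP1 catalytic domain, recombinant; medium: Tris pH 8 with BME, BSA, NP40 and catalase; compound: single concentration of 10 µM compound, 0.5% DMSO final; technique: FRET read of cyan and yellow fluorescence; timing: 50 min enzyme reaction, room temperature, light-protected; reagent: SFCypet-SUMO1-SFYpet substrate at 25 nM; control set: no-enzyme low, enzyme-DMSO high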
Apaf-1 inh = human Apaf-1 inhibition; 330,000 tested, 0.71% active; inhibition, % at 20 µM; O14727; AID 489030; reconstituted apoptosome caspase-3 activity, DEVD-Rh110 fluorescence; active = inhibition of at least 40% at 20 µM;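 also: plate controls were DMSO wells for no effect and DEVD-CHO caspase inhibitor wells for full effect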
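Material: reconstituted apoptosome with Apaf-1, cytochrome c, caspase-9, procaspase-3, dATP / Buffer or medium: pH 7.5 Hepes buffer with CHAPS, BSA, DTT / Also added: cytochrome c with DEVD-Rh110 / Schedule: compound with Apaf-1, dATP, procaspase-3 30 min, then 50 min reaction, room temperature / Technique: rhodamine 110 fluorescence at Ex 480/Em 540 nm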
HKDC1 inhibitor = blocks human hexokinase HKDC1 activity; inhibition, % at 20 µM; recombinant HKDC1, G6PDH/diaphorase resazurin coupled fluorescence; 340,000 tested, 0.16% active;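 active = inhibition above about 35% when tested at 20 µM, limit read from the data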;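 also: plate controls were DMSO wells with enzyme for no effect and DMSO wells lacking enzyme for full effect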
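Assay system: recombinant HKDC1 hexokinase; detection: coupled resazurin fluorescence, excitation 525 nm, emission 613 nm; benchmarks: DMSO-plus-enzyme-mix negative control, buffer-substituted positive control; compound dosing: single 20 µM dose; schedule: 90 min at room temperature in dark; also added: glucose plus 1 mM ATP as hexokinase substrates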
PfG6PD inh = PfG6PD (Plasmodium falciparum) enzyme inhibition | 350,000 tested, 0.78% active | PfGluPho enzyme, NADPH resazurin-diaphorase fluorescence | inhibition, % at 20 µM | AID 504690;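 active = inhibition reaching at least a set limit at 20 µM in the primary screen, cut at about 59% in these data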;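 also: 0% = DMSO wells with substrate and 100% = DMSO wells lacking glucose-6-phosphate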
SENP6 block = inhibitors of human SENP6 protease | inhibition, % at 10 µM | 330,000 tested, 1.8% active | Q9GZR1 | AID 2599 | Recombinant SENP6 catalytic domain, aminoluciferin luminescence;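 active = inhibition above about 50% at the single tested dose, limit read from the data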;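 also: plate controls were DMSO wells with enzyme for no effect and DMSO wells lacking enzyme for full effect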
Target sequence (Q9GZR1 628-1112 limits assumed): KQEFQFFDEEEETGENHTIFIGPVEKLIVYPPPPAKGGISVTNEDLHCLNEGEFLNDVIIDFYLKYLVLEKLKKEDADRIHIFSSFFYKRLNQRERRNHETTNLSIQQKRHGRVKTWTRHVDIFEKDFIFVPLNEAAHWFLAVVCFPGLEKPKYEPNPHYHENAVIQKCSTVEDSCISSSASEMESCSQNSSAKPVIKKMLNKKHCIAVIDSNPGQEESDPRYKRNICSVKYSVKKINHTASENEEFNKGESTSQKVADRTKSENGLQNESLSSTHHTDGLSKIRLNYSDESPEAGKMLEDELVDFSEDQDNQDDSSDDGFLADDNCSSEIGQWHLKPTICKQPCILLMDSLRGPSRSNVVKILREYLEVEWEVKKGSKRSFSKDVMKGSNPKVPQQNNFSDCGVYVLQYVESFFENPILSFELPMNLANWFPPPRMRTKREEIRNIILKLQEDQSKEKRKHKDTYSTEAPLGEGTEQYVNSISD
* = called active by the depositor; x = not tested or not shown. No enrichment for hits. About 4.1% of those tested had a hit in this group.

SMILES	SENP8 block-1	SENP7 block	SENP8 block-2	NALP3 yeast inh	SENP1 inh	Apaf-1 inh	HKDC1 inhibitor	PfG6PD inh	SENP6 block
CCC12CN(C(=O)c3ccc([N+](=O)[O-])cc3)CC(CC)(CN(C(=O)c3ccc([N+](=O)[O-])cc3)C1)C2=O	25	-8	-11	12	3	-15	-5	-4	-6
COc1ccc(N(CC(=O)NC2CCCC2)S(=O)(=O)c2c(C)[nH]c(=O)[nH]c2=O)cc1	-2	4	1	4	2	7	-5	-8	3
Cn1c(=NC(=O)COc2ccccc2)sc2cc(F)cc(F)c21	x	-6	2	12	x	-7	-6	-5	-1
CCCCNC(=O)c1onc(CSc2cc(C)cc(C)c2)c1C(=O)NCCCC	13	0	-12	11	1	24	7	23	-7
O=C(COC(=O)Cc1ccsc1)Nc1ccccc1Cl	5	8	-8	8	2	-1	-5	12	-16
CCc1noc(C)c1C(=O)OCC(=O)NCc1ccccc1	15	0	-7	12	4	-6	-5	-9	-19
O=C(COC(=O)c1ccco1)NC1CCCC1	15	-13	-6	4	-1	5	5	-5	-11
CC(C)c1noc2ncc(C(=O)c3cc(Cl)cc(Cl)c3O)cc12	46*	2	-6	38	18	9	6	-6	-3
CN1CCOCCOCCOCCN(C)C1=S	8	0	-3	25	0	-13	-4	-13	-14
O=C(CCNS(=O)(=O)c1ccc2c(c1)CCC(=O)N2)Nc1ccc(F)c(F)c1	6	3	2	9	1	-2	-4	-2	1
COc1ccc(CCNC(=O)Cc2ccc(NC3=NC4CS(=O)(=O)CC4S3)cc2)c(OC)c1 (stereo unspecified)	10	5	-5	7	2	-4	-6	-1	-8
O=C(O)CCc1nn2cnc3sc4c(c3c2nc1=O)CCCC4	-51	11	3	8	0	-5	-6	-6	1
CC(=O)Nc1ccc(NC(=O)c2ccc(-c3ccc([N+](=O)[O-])cc3)o2)cc1	20	-11	-7	14	1	-21	1	10	-11
COc1ccc(Cl)cc1N(CC(=O)N1CCCC1)S(=O)(=O)c1ccc(C)cc1	2	1	2	15	1	9	-2	-14	-8
CCC(CC)C(=O)c1c[nH]c(C(=O)NCCCN2CCOCC2)c1	6	-2	-1	2	2	-5	-1	1	-16
O=C(Nc1ccc(N2CCOCC2)c(Cl)c1)c1cccc(-n2cnnc2)c1	6	1	4	1	1	-12	-1	13	-9
Cc1cc(OCCn2ccnc2)cc(C)c1Cl	13	-1	-5	30	18	-10	4	-2	2
Cc1ccc(C(C(=O)NCC2CCCO2)N(C(=O)c2snc(C(N)=O)c2N)c2ccccc2)o1 (stereo unspecified)	-317	0	9	8	-18	5	-2	17	-19
COc1ccc2cc(C(=O)/C=C/c3cc(OC)c(O)c(OC)c3)ccc2c1	-49	-10	2	22	-24	4	5	29	-6
O=C(O)c1ccc(-c2ccccn2)s1	-4	8	-2	4	0	-1	-8	-4	5
COc1ccc(Cl)cc1NC(=O)c1nnn(CC(=O)Nc2ccc(OC)c(OC)c2)c1N	8	5	1	13	0	-7	-1	1	-13
CCNS(=O)(=O)c1ccc(NC(=O)Cn2nc(C(F)(F)F)cc2C)cc1	16	10	2	4	1	0	-7	-9	3
O=C(NCCCn1ccnc1)Nc1cccc2ccccc12	-44	11	-1	5	2	-4	8	4	-15
COc1ccc(S(=O)(=O)Nc2ccc(OCC(=O)O)cc2)c2ccccc12	17	7	3	6	0	7	-1	2	11
O=C(COc1ccccc1)NCCS(=O)(=O)N1CCN(c2ccccc2)CC1	14	11	-5	5	1	16	0	0	-13
CCC(=O)N1CCN(c2ccccc2NC(=S)NC(=O)c2cccc([N+](=O)[O-])c2)CC1	21	-5	-13	12	3	11	-2	-2	-9
COc1ccc(CNC(N)=O)cc1	6	0	5	-9	-3	-9	-2	1	-2
Cc1cc(OCC(=O)NC(C)c2ccccc2)ccc1[N+](=O)[O-] (stereo unspecified)	7	1	-2	20	0	-4	-6	-1	5
Cc1cccc(C)c1NC(=O)CNCC(=O)Nc1c(C)cccc1C	12	-4	12	12	1	-2	-5	-4	-10
COC(=O)C1=C(O)/C(=C\c2sccc2C)N=C1C	17	-6	-16	0	-16	0	-4	-12	-4
Cc1[nH]n(-c2ccccc2)c(=O)c1N=Nc1ccccc1C(=O)N1CCOCC1	22	4	2	22	3	5	-10	6	13
O=C(Nc1nsc(-c2ccccc2)n1)c1ccc(F)cc1	-10	4	-9	27	1	16	-9	1	16
CCN(CC)S(=O)(=O)c1cc(NS(=O)(=O)c2cc(Cl)ccc2Cl)ccc1C	8	10	1	-21	3	12	-4	-40	-8
COc1ccc(-c2nc(N)ncc2-c2ccc(Cl)cc2)c(O)c1	16	-8	-10	15	-1	15	-4	10	-12
CC(=O)Oc1cccc(C(=O)Nc2c[nH]c(=O)[nH]c2=O)c1	8	6	8	9	2	0	-17	-16	15
CN(CCOc1ccc(Cl)cc1)C(=O)c1cccc(S(=O)(=O)N2CCN(Cc3ccccc3)CC2)c1	2	x	x	x	-1	x	-1	6	x
OCCn1c(-c2ccc(F)cc2)csc1=Nc1ccccc1	11	-6	-15	24	3	4	-8	20	-16
O=C(CSc1cccc[n+]1[O-])c1cc(Cl)ccc1Cl	5	-4	-2	3	-1	10	-5	25	10
CCC(=O)c1ccc(OCC(=O)OCC(=O)N2CCc3ccccc3C2)cc1	19	1	-7	12	0	4	-3	-1	-2
COc1cccc2c1OC[C@@H](CO)[C@H]2N(C)C(=O)Nc1ccccc1	18	4	-1	12	0	0	0	2	5
O=C(COC(=O)c1ccccc1[N+](=O)[O-])Nc1nnc(-c2ccccc2)o1	-5	0	1	22	0	-5	-6	-9	-3
CC1CN(S(=O)(=O)c2ccccc2)C(C)N1C(=O)N1CCOCC1 (stereo unspecified)	18	5	-3	6	-2	0	-5	-7	4
COc1cc(Cl)ccc1OCc1cc(C(=O)N2C[C@H]3CC[C@H]2C3)no1	1	5	-1	23	0	20	0	-13	6
Cc1ccc(S(=O)(=O)/N=C2/NC(=O)/C(=C\c3cc(Br)cc(Br)c3O)S2)cc1	12	-11	25	11	89	16	26	14	20
CC(NC(=O)CSc1ncn[nH]1)c1ccc(Cl)cc1Cl (stereo unspecified)	6	-5	-4	19	1	-6	2	-8	-20
CSCCC(NC(=O)c1ccc([N+](=O)[O-])cc1Cl)C(=O)OC(C)C(=O)NCc1ccco1 (stereo unspecified)	12	1	-6	12	2	7	1	-12	-5
Cc1cc(C)c(NC(=O)CS(=O)CC(=O)N2CCN(c3ccccc3)CC2)c(C)c1 (stereo unspecified)	10	6	3	2	-1	-17	14	9	-9
COC(=O)Nc1nnc(COc2cccc(C)c2)s1	6	14	-2	14	-1	6	5	-6	3
CC(=O)Nc1cc(C(=O)O)ccc1S(=O)(=O)c1ccc(C)cc1	-39	-3	-7	-3	0	-7	-8	-8	3
CCOC(=O)c1cc(-c2cccc([N+](=O)[O-])c2)on1	14	4	-9	-2	2	-7	-6	1	8
Cc1cccc(/C=N\NC(=O)c2sccc2-n2cccc2)c1	8	-7	-9	21	2	10	-2	71*	-6
C=CC[C@@H](CC(=O)N(CCO)Cc1ccccc1)C(=O)N[C@H](COC(=O)[C@@H](CC=C)CC(=O)OC(C)(C)C)c1ccccc1	14	-12	-7	20	4	34	0	16	8
CC(=O)c1c(C)[nH]c(C(=O)NCCc2ccccc2)c1C	12	2	9	16	3	2	1	4	-2
COc1ccc(CCNC(=O)COC(=O)c2cc(Cl)nc(Cl)c2)cc1	6	-13	5	8	-1	-9	-3	-15	0
Cc1ccc(C)c(-c2ccc(=O)n(Cc3ccc(F)cc3Cl)n2)c1	5	5	4	12	-2	23	2	46	-10
CC(=O)c1ccc(NC(=O)CSc2nnc(-c3ccco3)o2)cc1	0	0	3	1	0	1	0	17	-4
CSc1cccc(NC(=O)C2CCN(S(C)(=O)=O)CC2)c1	23	-6	-1	-11	6	-4	-2	-9	-25
CCOC(=O)c1cc2c(=O)n3ccccc3nc2n(CCOC)c1=NC(=O)c1c(-c2c(F)cccc2Cl)noc1C	-476	-1	0	23	-33	0	-1	0	-2
O=C(NCCc1ccccc1)c1ccc([N+](=O)[O-])cc1	9	2	-10	24	-1	4	-9	-5	-19
CCc1ccc(N2C(=O)CC(N(CC3CCCO3)C(=O)/C=C/C(=O)O)C2=O)cc1 (stereo unspecified)	19	8	-7	6	1	7	-5	-2	-18

Whole records, looked up by structure:
Cc1cccc(/C=N\NC(=O)c2sccc2-n2cccc2)c1 is entered as SENP8 block-1 = 8; SENP7 block = -7; SENP8 block-2 = -9; NALP3 yeast inh = 21; SENP1 inh = 2; Apaf-1 inh = 10; HKDC1 inhibitor = -2; PfG6PD inh = 71*; SENP6 block = -6
C=CC[C@@H](CC(=O)N(CCO)Cc1ccccc1)C(=O)N[C@H](COC(=O)[C@@H](CC=C)CC(=O)OC(C)(C)C)c1ccccc1 is entered as SENP8 block-1 = 14; SENP7 block = -12; SENP8 block-2 = -7; NALP3 yeast inh = 20; SENP1 inh = 4; Apaf-1 inh = 34; HKDC1 inhibitor = 0; PfG6PD inh = 16; SENP6 block = 8
CC(=O)c1ccc(NC(=O)CSc2nnc(-c3ccco3)o2)cc1 is entered as SENP8 block-1 = 0; SENP7 block = 0; SENP8 block-2 = 3; NALP3 yeast inh = 1; SENP1 inh = 0; Apaf-1 inh = 1; HKDC1 inhibitor = 0; PfG6PD inh = 17; SENP6 block = -4

Going on with the list.
SMILES	SENP8 block-1	SENP7 block	SENP8 block-2	NALP3 yeast inh	SENP1 inh	Apaf-1 inh	HKDC1 inhibitor	PfG6PD inh	SENP6 block
Cc1c(C(=O)N2CCOCC2)c(S(=O)(=O)Nc2cccc(C#N)c2)c(C)n1C	5	1	0	5	0	-9	-4	6	-24
N#C/C(=C(/O)COC(=O)CCCNC(=O)c1ccc(Cl)cc1)c1nc2ccccc2[nH]1	-37	-4	-4	-2	-44	5	7	-33	-21
COc1ccc(C(=O)C2CCCN(Cc3cnc(N4CCOCC4)s3)C2)cc1F (stereo unspecified)	32	-3	0	-1	3	-6	-5	-4	-3
Cc1cc(CC(=O)O)n(C)c1C(=O)c1ccc(Cl)cc1	-1	-7	-9	28	-1	-2	1	-21	-19
COc1ccc(C(=O)NNC(=O)CSc2nnc(COc3ccccc3OC)n2C)cc1	4	-2	-4	7	2	6	7	-29	1
Cc1n[nH]c(C)c1N1C(=O)c2cccc3cc(Br)cc(c23)C1=O	16	0	0	5	2	-1	-6	2	2
CCCCn1c(N)c(N(CC(C)C)C(=O)CSCc2c(C)noc2C)c(=O)[nH]c1=O	5	2	13	10	-11	0	-5	-2	-6
O=C(O)c1ccc(N2CCCCC2)cc1	10	-9	-9	6	2	-4	-2	2	-20
O=C1C2C3c4ccccc4C(c4ccccc43)[C@@H]2C(=O)N1c1ccccn1 (stereo partly specified)	24	1	-3	-2	0	-4	4	-19	-13
COC(=O)C1=NN(C(C)=O)C2(CC(=O)N(c3cc(C)cc(C)c3)C2=O)C1 (stereo unspecified)	2	2	0	20	5	-7	-15	-3	-14
O=C1CCC/C1=C\c1ccccc1	3	-11	-11	0	-1	7	0	-17	-14
CC1=CC(=O)C(C(C)C)=C/C1=N/OC(=O)c1cccc([N+](=O)[O-])c1	14	6	2	-11	2	-3	-3	25	-32
